# Bioassay records deposited in PubChem by several laboratories.
# MOR-DOR ag = OPRM1-OPRD1 heterodimerization agonism; P35372+P41143; cells, luminescence; activation, % at 9.3 µM; 340,000 tested, 0.3% active; in the data active = activation above about 18%;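 also: 0% = vehicle-treated cells and 100% = reference agonist; values of inactives mirror those of a sister screen read the other way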
# DAGLB inhibitor = blocks human DAGLB lipase activity. Q8NCG7. HEK293T DAGLB membrane lysate, EnzChek fluorogenic substrate. inhibition, % at 5.17 µM. 340,000 tested, 0.059% active. AID 504411; in the data active = inhibition above about 34%;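 also: 0% = enzyme with vehicle and 100% = wells lacking enzyme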
# Target sequence (Q8NCG7 whole entry, looked up): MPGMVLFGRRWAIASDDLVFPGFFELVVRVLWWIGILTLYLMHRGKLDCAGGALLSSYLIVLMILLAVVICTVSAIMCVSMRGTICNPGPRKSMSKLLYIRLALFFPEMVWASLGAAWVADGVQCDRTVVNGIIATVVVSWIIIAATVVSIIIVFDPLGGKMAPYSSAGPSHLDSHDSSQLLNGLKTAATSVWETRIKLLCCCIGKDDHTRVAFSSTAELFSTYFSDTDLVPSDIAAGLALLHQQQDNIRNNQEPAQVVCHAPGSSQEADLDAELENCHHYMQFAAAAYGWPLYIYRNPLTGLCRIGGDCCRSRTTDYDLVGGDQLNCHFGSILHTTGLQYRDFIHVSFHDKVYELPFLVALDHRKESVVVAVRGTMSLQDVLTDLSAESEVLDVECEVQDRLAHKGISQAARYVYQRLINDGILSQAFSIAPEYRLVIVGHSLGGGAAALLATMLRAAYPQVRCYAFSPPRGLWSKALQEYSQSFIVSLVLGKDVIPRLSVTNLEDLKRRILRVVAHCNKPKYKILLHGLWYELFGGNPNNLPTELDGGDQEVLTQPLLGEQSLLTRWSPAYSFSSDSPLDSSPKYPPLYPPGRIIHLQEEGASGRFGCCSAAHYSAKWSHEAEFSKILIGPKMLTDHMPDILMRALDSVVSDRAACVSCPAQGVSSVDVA
# PKA-R2B activ = activates the human PKA-R2B holoenzyme complex; P22694+P31323; PKA-R2B holoenzyme dissociation, Cy5-IP20 fluorescence polarization; R2B truncated from residue 108, S112A mutant; 0% DMSO only, 100% 113 µM cGMP; activation, % at 11.4 µM; 340,000 tested, 0.079% active; AID 504700;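 active = activation above a cutoff set at the mean over all compounds plus 3 SD, cut at about 18% in these data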;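 also: higher means more holoenzyme dissociation and a rise in polarization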
# HTR5A ag = activates human HTR5A in OPRM1-OPRD1 agonist counter-screen. P47898. HTR5A agonist assay, luminescence, cell-based. activation, % at 9.3 µM. 340,000 tested, 0.61% active. AID 504692; in the data active = activation mostly above about 9.5%, no sharp cut-off; inactive = mostly below about 7.6%;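 also: 0% = cells with vehicle only and 100% = reference agonist; strong numbers were not always called active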
# Target sequence (P47898 whole entry, looked up): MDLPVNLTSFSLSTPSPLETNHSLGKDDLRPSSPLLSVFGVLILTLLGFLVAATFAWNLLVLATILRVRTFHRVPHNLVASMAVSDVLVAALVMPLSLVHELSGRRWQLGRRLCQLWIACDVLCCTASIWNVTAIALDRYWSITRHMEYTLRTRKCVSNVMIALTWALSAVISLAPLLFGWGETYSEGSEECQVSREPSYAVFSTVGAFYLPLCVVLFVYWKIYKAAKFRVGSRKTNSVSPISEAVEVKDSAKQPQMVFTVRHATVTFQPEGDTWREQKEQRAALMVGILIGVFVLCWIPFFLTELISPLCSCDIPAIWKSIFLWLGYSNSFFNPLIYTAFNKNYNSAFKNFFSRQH
# Pemphigus Ab inh = blocks pemphigus antibody binding to human desmoglein-3; DSG3-coupled beads, scFv-anti-DSG3-GFP binding, flow cytometry; hits give low values; binding (percent of control), % at 10 µM; 310,000 tested, 0.48% active; AID 588358;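 active = binding more than 3 SD below its plate's average and above zero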;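 also: hits lower antibody fragment binding to DSG3; some compounds called inactive have numbers as strong as hits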
# V-ATPase pH = alters yeast V-ATPase proton transport; S. cerevisiae, pHLuorin cytosolic pH fluorescence; response, % at 10 µM; 350,000 tested, 0.37% active; in the data active = response mostly above about 7.3%, no sharp cut-off; inactive = mostly below about 5.4%; also: actives read high; inactives centre near 0; some compounds called inactive have numbers as strong as hits; reference of the scale not given here
# Arrestin-AP2 inh = human beta-arrestin and AP2 interaction inhibition; inhibition, % at 10 µM; 340,000 tested, 0.31% active; FITC-arrestin peptide / GST-AP2 beads, flow cytometry; AP2 beta2 appendage carries R879A mutation;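 active = inhibition above a set limit, near 3 SD of compounds lacking own fluorescence, cut at about 54% in these data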;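 also: plate controls were DMSO wells for no effect and 5 µM unlabelled arrestin peptide for full effect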
#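 system = GST-tagged AP2 beta2-adaptin appendage (R879A) on 4 µm glutathione beads | reagent = FITC-labelled arrestin peptide probe, 50 nM final | schedule = compound with beads 12 min RT, then probe 1 h RT | signal = HyperCyt-sampled flow cytometry, FL1 channel, ex 488/em 535 nm | read-out = percent response from loss of bead-bound FITC fluorescence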
# HTR5A inv ctr = HTR5A inverse agonism, opioid heterodimer counter-screen | P47898 | HTR5A cell line, luminescence | inhibition, % at 9.3 µM | 340,000 tested, 0.083% active | AID 504634; in the data active = inhibition mostly above about 23%, no sharp cut-off; inactive = mostly below about 18%;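 also: 0% = cells with DMSO and 100% = no-cell wells with DMSO; some compounds called inactive have numbers as strong as hits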
# PKA-R1A act = activators of PKA-R1A complex; AID 504707; PKA-R1A dissociation, Cy5-IP20 fluorescence polarization; scaled: DMSO 0%, 113 µM cGMP 100%; 340,000 tested, 0.083% active; activation, % at 11.4 µM;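 active = percent activation above the mean of all tested compounds plus 3 SD, cut at about 19% in these data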;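 also: higher means more PKAc released from R1A so a rise in polarization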
# OPRM1-OPRD1 inv = mu-delta opioid heterodimer inverse agonism. P35372+P41143. inhibition, % at 9.3 µM. AID 504357. cell-based MOR-DOR heterodimer luminescence. 340,000 tested, 0.21% active; in the data active = inhibition above about 22%, passing the limit was not always enough;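 also: 0% = cells with DMSO and 100% = wells without cells with DMSO; values of inactives mirror those of a sister screen read the other way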
# Numbers without * were called inactive; i = inactive; x = no result given.
structure	MOR-DOR ag	DAGLB inhibitor	PKA-R2B activ	HTR5A ag	Pemphigus Ab inh	V-ATPase pH	Arrestin-AP2 inh	HTR5A inv ctr	PKA-R1A act	OPRM1-OPRD1 inv
CC12CCC(C(=O)NCc3ccc4c(c3)OCO4)(C(=O)C1=O)C2(C)C (configuration not stated)	0.8	1	5	5	102	-1	17	-3	10	-5
CCC(=O)OCCNc1cc(SCCC(=O)OC)c2nonc2c1[N+](=O)[O-]	-0.5	1	-7	-2	94	2	32	7	2	2
COc1cccc(-n2c(SCC(=O)N3CCOCC3)nnc2-c2c[nH]c3ccccc23)c1	6.9	-4	4	9	101	5	8	-38	3	-38
CC(C)(C)C(=O)Nc1sc2c(c1-c1nc3ccccc3[nH]1)CCCC2	7.1	-3	-2	7	102	-2	2	-30	-6	-37
COc1ccccc1CN1CC(C(=O)NCc2cc(F)cc(C(F)(F)F)c2)CCC1=O (configuration not stated)	-2.4	-1	8	-1	96	0	-1	12	-9	12
O=C(Cn1c(=O)oc2ccccc21)Nc1n[nH]c(=S)s1	-0.6	1	-3	0	96	-4	5	1	0	3
COC(CNC(=O)CCc1c(C)nc2c(c(C)nn2-c2ccc(C)cc2)c1C)OC	-3.0	1	3	4	102	0	5	-15	9	14
CCC(=O)N(Cc1cc2ccc(C)cc2n2nnnc12)C1CCCCC1	-1.6	1	-4	-1	x	-1	0	4	2	10
COc1ccc(S(=O)(=O)CC(=O)c2cc3cccc(C)c3oc2=O)cc1	1.3	13	-4	1	92	4	-2	12	-3	-6
COc1ccc(CN2CCN(Cc3ccc(C(F)(F)F)cc3)CC2)cc1	2.3	-2	-5	0	100	0	-2	1	-3	-11
COc1ccc(/C(N)=N/OC(=O)CCc2ccccc2)cc1OC	0.0	-7	-6	4	81	-4	29	-23	-4	0
CC(O)CNc1ncnc2nc[nH]c12 (configuration not stated)	1.6	0	-2	1	x	-1	-4	-3	-3	-10
Cc1cccc(C)c1NC(=O)Cn1nnnc1N	-1.7	-4	-2	-5	110	-1	16	12	-11	8
O=C(NC1CCCCC1)C(c1ccccc1F)N(Cc1ccco1)C(=O)Cn1nnc2ccccc21 (configuration not stated)	1.5	-1	1	-10	109	1	2	4	2	-9
CCOc1ccc(CCNC(=O)C2CC(=O)N(CCc3ccc(OC)c(OC)c3)C2)cc1OCC (configuration not stated)	1.6	-1	-2	2	96	4	10	-6	5	-10
Cn1c(=O)[nH]c(=O)c2c1nc(SCC(=O)O)n2Cc1ccccc1	-0.8	0	-7	1	120	2	-4	-3	1	4
COC(=O)c1ccc(C2C(Oc3ccccc3C)C(=O)N2CCc2ccc(OC)c(OC)c2)cc1 (configuration not stated)	-1.0	-7	-3	-2	99	2	-2	4	-22	6
NC(=O)COc1ccc(NC(=O)CC23CC4CC(CC(C4)C2)C3)cc1	-1.1	-1	10	2	95	-4	11	-6	2	5
O=C(O)c1ccc([N+](=O)[O-])c(CS(=O)(=O)c2ccccc2)c1	-4.1	-2	5	-1	98	-2	6	5	2	18
C[C@@H]1CN([C@@H](C)CO)C(=O)c2cc(Br)cnc2O[C@H]1CN(C)C(=O)Cc1cccnc1	x	-3	-1	x	x	1	x	x	0	x
Nc1nc(SCC(=O)c2ccc(F)cc2)n[nH]1	-1.8	-3	0	-2	102	-1	9	5	-2	10
CCN(CC)S(=O)(=O)c1cc(NS(=O)(=O)c2cccs2)ccc1C	-2.4	-4	-6	-3	93	4	29	10	-5	13
COc1ccc(C)cc1NC(=O)CCCN1C(=S)NC(C)(C)CC1C (configuration not stated)	0.3	1	2	2	110	3	-5	19	-11	-2
COc1ccc(-c2noc(CCCc3ccccc3)n2)cc1OC	1.7	-20	-3	5	100	1	-9	2	-3	-10

# A second format for two compounds above.
NC(=O)COc1ccc(NC(=O)CC23CC4CC(CC(C4)C2)C3)cc1
  MOR-DOR ag = -1.1
  DAGLB inhibitor = -1
  PKA-R2B activ = 10
  HTR5A ag = 2
  Pemphigus Ab inh = 95
  V-ATPase pH = -4
  Arrestin-AP2 inh = 11
  HTR5A inv ctr = -6
  PKA-R1A act = 2
  OPRM1-OPRD1 inv = 5

O=C(O)c1ccc([N+](=O)[O-])c(CS(=O)(=O)c2ccccc2)c1
  MOR-DOR ag = -4.1
  DAGLB inhibitor = -2
  PKA-R2B activ = 5
  HTR5A ag = -1
  Pemphigus Ab inh = 98
  V-ATPase pH = -2
  Arrestin-AP2 inh = 6
  HTR5A inv ctr = 5
  PKA-R1A act = 2
  OPRM1-OPRD1 inv = 18

# (further entries)
structure	MOR-DOR ag	DAGLB inhibitor	PKA-R2B activ	HTR5A ag	Pemphigus Ab inh	V-ATPase pH	Arrestin-AP2 inh	HTR5A inv ctr	PKA-R1A act	OPRM1-OPRD1 inv
CCc1ccc(Nc2nnc(SCC(=O)N(C)CC(=O)Nc3ccccc3CC)s2)cc1	0.3	1	6	-3	97	-1	5	8	7	-2
COc1ccc(C(=O)NNC(=S)NC(=O)c2cccnc2)cc1	-1.6	0	-10	-5	112	-4	-8	13	-3	7
O=C(Nc1ccccn1)[C@@H]1CCC(=O)N1C(=O)OCc1ccccc1	-1.3	-3	-5	7	99	-5	33	-20	-6	7
Cc1cc(C(=O)COC(=O)COc2ccc(C#N)cc2)c(C)n1C1CC1	1.0	-10	0	-2	99	1	19	5	-8	-6
COc1cc(/C=N/NC(=O)CSc2nc3ccccc3n2C)cc(OC)c1OC	-0.1	0	-15	1	x	-2	4	-3	-19	0
COc1ccccc1OCC(=O)NCCS(=O)(=O)N1CCN(c2ccc(F)cc2)CC1	-1.7	1	2	-4	102	-2	-11	-5	2	9
CCC1CCCCN1CCCNC(=O)c1ccc(/C=C2/Sc3ccccc3NC2=O)cc1 (configuration not stated)	-0.9	-3	-3	7	129	-5	0	-15	2	5
Cc1cccc(C)c1NC(=O)CSc1ncnc2[nH]ncc12	-4.3	-2	2	-2	x	-5	0	8	-12	21
CCOC(=O)C1=C(c2ccccc2)Nc2ncnn2C1c1cccc(OC)c1OC (configuration not stated)	-2.2	1	-11	0	107	1	3	10	1	9
Cc1ccc2sc(N3CCN(CCNC(=O)c4ccco4)CC3)nc2c1C	-1.9	0	-5	4	99	-3	-8	-11	1	10
CCN1C(=O)[C@H]2[C@@H](c3ccc(-c4ccc5c(c4)OCO5)cc3)N3CCC[C@@]3(C(=O)OC)[C@H]2C1=O	-0.5	-2	-2	6	106	2	2	-19	-9	3
Cc1sc(=NC(=O)c2ccco2)n(C)c1-c1ccccc1	0.6	-10	5	-5	100	-2	6	14	1	-4
Cc1nn(-c2ccccc2)c(C)c1C(=O)Nc1ccc(N2CCOCC2)cc1	-2.0	4	-10	-2	95	-3	-9	8	5	10
CCCCN(C)C(=O)c1nc2ccccn2c1CN1CCC[C@H]1CO	-2.8	-1	0	1	95	0	-6	-3	-7	13
Cc1ccc(S(=O)(=O)/N=C(/Nc2ccc(F)cc2F)c2ccccc2)cc1	-3.5	0	0	-1	x	-5	5	4	0	18
CCN(Cc1nc(-c2ccc(Cl)cc2)no1)CC1CCCO1 (configuration not stated)	1.8	-5	-5	0	104	-1	2	-1	-3	-9
C=CC(=O)Nc1cccc(Oc2cc(Cl)nc3[nH]ccc23)c1	-0.4	-2	-3	15	109	0	-6	17	-8	2
CN(Cc1ccccc1)C(=O)COC(=O)C1=NNC(=O)CC1	-3.1	1	-2	1	108	-1	4	9	-10	16
COc1cc2c(cc1OC)C(C)N(C(=O)c1cc3c(s1)-c1ccccc1OC3)CC2 (configuration not stated)	-1.9	-4	-13	-3	105	-2	12	7	-6	10
O=C1C2C3C=CC(C4CC34)C2C(=O)N1/N=C/c1ccc(-c2ccc([N+](=O)[O-])cc2)o1 (configuration not stated)	-1.6	-1	16	3	82	1	11	-8	7	11
CCC(CC)c1nnc(NC(=O)c2cc(-c3ccccc3)nc3ccccc23)s1	-1.3	0	-3	-2	110	2	2	4	7	7
COc1ccc(N2C(=S)NC3N2C(=S)NC3(C)c2ccccc2)cc1 (configuration not stated)	0.4	3	-6	2	88	-3	-19	-5	8	-2
COC(=O)c1sc2ncn(-n3c(C)ccc3C)c(=O)c2c1C	-2.7	-1	2	-5	x	2	4	-5	3	14
CCCCC(OC(=O)c1cc2occc2n1C)C(=O)NCC1CCCO1 (configuration not stated)	1.6	1	9	4	84	7	-3	-10	-9	-10
CC(C)(OC(=O)NC(=O)C(F)(F)F)C(C)(C)OC(=O)NC(=O)C(F)(F)F	-0.1	-1	7	0	102	0	14	-5	-10	1
COc1cnc(-c2ccccc2)[nH]c1=O	0.1	1	-9	-1	93	-1	15	3	-6	-1
CC(C)(C)OC(=O)NCCCC[C@@H](C(=O)N1CCN(C(=O)OC(C)(C)C)CC1)n1cc(C(CO)NC(=O)OC(C)(C)C)nn1 (some centres not stated)	-1.3	2	4	-5	103	0	6	3	10	8
Cc1cccc(Oc2coc3cc(OC(=O)c4cncc(Br)c4)ccc3c2=O)c1	3.5	-1	-2	-1	101	1	13	8	-1	-18
O=C(Nc1cccc(F)c1)c1cc(S(=O)(=O)N2CCC(C(=O)O)CC2)ccc1F	0.7	-2	-6	-1	106	0	6	4	-10	-4
CC(=O)Nc1ccc(S(=O)(=O)N(C)CC(=O)NC2CCCCCCC2)cc1	-1.4	1	1	1	95	-2	10	-2	3	7
CN1CCN(c2ccc(NC(=O)c3ccc(-c4cccc([N+](=O)[O-])c4)o3)cc2)CC1	100*	3	-3	-4	97	2	-7	9	4	i
NC(=O)c1sc2nc3c(c(-c4cccs4)c2c1N)CCCCC3	-1.4	3	-20	1	105	0	7	-3	-8	7
Cc1cc(C)nc(N/N=C/c2ccccc2OCc2ccc(Br)cc2)n1	0.3	-1	9	1	106	0	6	-20	0	-1
O=C(COc1ccccc1)NNC(=O)c1cccs1	-3.2	-1	-2	0	97	-1	8	-1	-4	16
Cc1cccc(C(=O)NC2CCN(C(=O)Nc3ccc(F)cc3)CC2)c1	-1.8	-2	-6	3	103	-2	-14	-32	-10	10
CCc1nc2sc3ccccc3c(=O)c2c(=O)n1CCOC	0.1	-2	8	1	101	5	9	-3	5	0
CNc1ccc(/C=C/C(=O)c2cccc3ccccc23)cc1[N+](=O)[O-]	1.0	25	0	0	82	-7	23	6	3	-5
CCN(C(=O)COc1ncnc2scc(-c3ccc(F)cc3)c12)C1CCS(=O)(=O)C1 (configuration not stated)	-0.6	-4	-9	2	111	3	3	7	6	3
CC1C(=O)N2CCCc3cc(S(=O)(=O)N4CCN(c5ccccc5F)CC4)cc1c32 (configuration not stated)	0.1	0	1	-3	x	1	10	12	-12	0
CCc1ccc(Nc2nnc(SC3CCOC3=O)s2)cc1 (configuration not stated)	-0.3	1	-2	7	113	-1	-1	1	-13	1
Cc1nc(C)n(C(C)CNC(=O)c2ccccc2)n1 (configuration not stated)	-4.0	-2	-8	-2	92	-2	12	7	-7	19
C[C@H](CO)N1C[C@H](C)[C@@H](CN(C)Cc2cccc(C(=O)O)c2)Oc2cc(Br)ccc2S1(=O)=O	x	-1	2	x	x	1	x	x	2	x
